PTHR1 agonist: PTHR1 (human) receptor agonism; Q03431; HEK293 GP2 PTHR1 cells, GloSensor cAMP luminescence, 1 h; Potency, µM (series often up to 115 µM), inactives show top-dose activation, actives largely listed as activators; actives 0.075% (n = 410,000); note: nearly all actives have a fitted effect of over 55% in size; some results filed as inactive show a strong effect at the top dose; inactives centre near -15; many of its hits are not listed in these tables
Target sequence (Q03431 whole entry, looked up): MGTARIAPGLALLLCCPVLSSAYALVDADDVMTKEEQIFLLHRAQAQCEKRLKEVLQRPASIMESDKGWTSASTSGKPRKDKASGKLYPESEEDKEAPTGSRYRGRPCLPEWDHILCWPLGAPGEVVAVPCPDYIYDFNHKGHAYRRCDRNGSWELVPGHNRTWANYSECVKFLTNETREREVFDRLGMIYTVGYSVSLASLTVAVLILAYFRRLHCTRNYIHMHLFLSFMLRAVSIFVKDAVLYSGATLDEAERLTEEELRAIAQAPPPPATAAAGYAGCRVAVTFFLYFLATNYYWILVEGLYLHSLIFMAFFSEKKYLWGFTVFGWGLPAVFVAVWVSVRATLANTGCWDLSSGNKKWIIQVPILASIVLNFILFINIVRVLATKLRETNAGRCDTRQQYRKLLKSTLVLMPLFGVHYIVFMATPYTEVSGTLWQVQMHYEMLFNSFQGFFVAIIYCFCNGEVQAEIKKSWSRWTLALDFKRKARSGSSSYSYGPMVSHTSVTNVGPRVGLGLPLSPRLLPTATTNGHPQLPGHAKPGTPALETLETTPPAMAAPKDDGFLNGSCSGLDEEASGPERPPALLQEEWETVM
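HEK-293-derived GP2 cells expressing PTHR1 and a GloSensor cAMP reporter, 3,000/well, plated overnight, given luciferin plus IBMX (each 0.5 mM as added) for 1 h at 37 °C, then compound for 1 h at 37 °C. Luminescence was read after 15 min at room temperature.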
EPAC1 agonist: EPAC1 (human) agonism; Potency, µM (top dose mostly 154 µM), for inactives: at the highest dose activation, usual class: activators; EPAC1 agonist qHTS, biochemical assay; response scale: 100% = response to 6.5 mM cAMP; O95398; actives 0.073% (n = 360,000); note: nearly all actives have a fitted effect of over 60% in size
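Nucleotide exchange assay: 100 nM EPAC1 with 250 nM Rap1B loaded with BODIPY-GDP and 50 uM GDP, room temperature. Fluorescence (480/540 nm) read every 5 min for 30 min; signal change normalized to 6.5 mM cAMP as full agonist.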
EPAC1 antagonist: antagonists of human EPAC1. EPAC1 GEF assay, Rap1b-BODIPY-GDP exchange fluorescence. actives 0.14% (n = 360,000). AID 720709. Potency, µM (doses to about 115 µM), without a hit: top-dose activity change, negative = inhibition, usual class: inhibitors. O95398;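 note: plate controls were vehicle for no effect and positive control for full effect; nearly all actives have a fitted effect of over 50% in size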
FUS suppressor: rescues growth of FUS-expressing yeast. actives 0.24% (n = 390,000). AID 1347120. S. cerevisiae FUS-expressing, growth rescue, OD600, 24 h. Potency, µM (top dose mostly 76.6 µM), without a hit: at the highest dose growth rescue (activation), most hits filed as activators;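 note: plate controls were DMSO vehicle for no effect and reference control for full effect; nearly all actives have a fitted effect of over 55% in size; some results filed as inactive show a strong effect at the top dose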
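Yeast FUS proteinopathy model; galactose-induced FUS (2%), starting OD 0.005. Cpds in dilution series, 24hr, 30C, 99% humidity. Abs 600 nm growth. Pos ctrl CP55940 (top 92uM final); neg ctrl DMSO.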
aSyn yeast inh: rescues yeast growth from alpha-synuclein toxicity | Potency, µM (doses to about 46.1 µM), for the others: at the highest dose growth rescue (activation), usual class: activators | Yeast expressing alpha-synuclein, growth rescue, BacTiter-Glo, 24 h | actives 0.14% (n = 370,000); note: % of control where 0% means no effect; nearly all actives have a fitted effect of over 65% in size
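Rescue of yeast growth: cells expressing toxic alpha-synuclein, induced in galactose at OD600 0.02, incubated with compound 24 h at 30 C. ATP luminescence quantified growth; inhibitors of toxicity appear as activators.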
EPAC2 antag: EPAC2 (human) antagonism. Q8WZA2. actives 0.18% (n = 360,000). Potency, µM (doses to about 114 µM), inactives show at the top dose activity, negative = inhibition, actives largely listed as inhibitors. EPAC2 GEF exchange of Rap1B-BODIPY-GDP, fluorescence; note: % is set by controls: 0 for no effect and ±100 for the full control effect; nearly all actives have a fitted effect of over 45% in size; many of its hits are not listed in these tables
TDP43 rescue: TDP-43 toxicity inhibition in yeast. TDP-43 expressing yeast growth rescue, BacTiter-Glo, 24 h. Potency, µM (top dose mostly 46.1 µM), for inactives: at the highest dose growth rescue (activation), usual class: activators. actives 1.8% (n = 410,000); note: % of control where 0% means no effect; nearly all actives have a fitted effect of over 50% in size
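Yeast expressing TDP-43 (pregrown in raffinose, seeded at OD600=0.02 in galactose medium) exposed to compounds 24 hr at 30 deg C. Growth read by BacTiter-Glo luminescence; rescue of toxicity appears as increased signal.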
EPAC2 ag: EPAC2 (human) agonism; EPAC2 activation, biochemical qHTS; response scale: 100% = 6.5 mM cAMP response; Q8WZA2; actives 0.079% (n = 360,000); Potency, µM (highest dose often 154 µM), for inactives: at the top dose activation, actives largely listed as activators; note: nearly all actives have a fitted effect of over 50% in size
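Setup: EPAC2 100 nM, labeled Rap1B complex 250 nM, free GDP 50 uM. Compound titrations pinned in, brief spin, 5 min room temperature incubation. Kinetic fluorescence read over 30 min, normalized to 6.5 mM cAMP.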
* hit, by the source's call; i = inactive; ? = inconclusive; . = no result given; & = joins results of further samples; [ ] = dose if it differs, or a comment. Calls come from the whole dose curve; as a rule, active = well fitted curve in the direction sought with a large enough effect; inconclusive = small, poorly fitted or top-dose-only effect, or another doubt; inactive = no such curve, though single readings can be large; an effect the other way counts as inactive or inconclusive. Potency is the fitted concentration of half-maximal effect. Some of the compounds tested; count on the stated rates, not on these rows.

| canonical_smiles | PTHR1 agonist | EPAC1 agonist | EPAC1 antagonist | FUS suppressor | aSyn yeast inh | EPAC2 antag | TDP43 rescue | EPAC2 ag |
| --- | --- | --- | --- | --- | --- | --- | --- | --- |
| N/C(=N\OC(=O)CCCOc1ccccc1)c1ccc(Br)cc1 | -7%[57.5 µM] | 13% | 0% | -11% | -15% | -5% | 7% | 5% |
| Cc1noc(C)c1CSc1nc2ccccc2nc1NS(=O)(=O)c1ccc(Cl)cc1 | -43%[57.5 µM] | 5% | 5% | -19% | 0% | -6% | -1% | -16% |
| Cc1cccc(C)c1NC(=O)CN1C(=O)N(C)Cc2ccccc21 | -24% | -5% | 0% | 15% | 6% | 10% | -17%[0.397 µM] | -4% |
| Cc1cc(C)n2nc(SCC(=O)Nc3ccc(O)cc3)nc2n1 | 19% | -2% | -23% | -4%&-22% | 1%&-2% | 0% | 22%&17% | 4% |
| CN=C(NC)SC1CC(=O)N(c2ccccc2)C1=O (configuration not stated) | -13%[57.5 µM] | -1% | 3% | 14% | 0% | -5% | 7% | 8% |
| CN(CC(O)Cn1c2ccccc2c2ccccc21)S(C)(=O)=O (configuration not stated) | -28% | 1% | -6% | -28% | -1% | 4% | 8% | 9% |
| O=C(COC(=O)c1ccc(F)cc1)NC1CC1 | i | 4% | -28% | -18% | -1% | 3% | 4% | 11% |
| O=C1NC[C@H](CCCCN2C[C@H](Cc3ccc(O)cc3)N(CCC3CCCCC3)C(=O)C2=O)N(CCc2ccc(O)cc2)C1=O | -4% | 0% | -10% | 25% | 1% | 8% | 22% | 9% |
| Cc1ccccc1S(=O)(=O)Cc1ccc(C(=O)NCCN(C)Cc2ccccc2)o1 | 22% | 8% | 1% | -30% | -2% | 3% | -10% | -1% |
| CCCCNC(=O)CSc1nc2ccccc2c(=O)n1C1CCCC1 | i | 3% | 7% | 15% | 7% | 0% | ? | 5% |
| CCCCCSc1nnc(-c2ccccc2NC(C)=O)c(=O)[nH]1 | i | -8% | -9% | 23% | -3% | 21% | 0% | 4% |
| Cc1cc(O)c(C(C)C)cc1NC(=O)Nc1cc(Cl)ccc1Cl | i | -5% | -21% | 19% | -2% | -26% | -2% | 3% |
| COc1ccc(NC(=O)c2cc([N+](=O)[O-])ccc2NC(=O)CNC2CCCCC2C)c(OC)c1 (configuration not stated) | -17% | 9% | -1% | 44% | 1% | -8% | -13% | 3% |
| Cc1c(C(=O)Nc2ccccc2)csc1-c1ccccc1 | i | 2% | 5% | . | -9% | -1% | 2% | 12% |
| COc1cccc(CN2CCN(C(=O)Nc3ccc([N+](=O)[O-])cc3)CC2)c1 | ? | -1% | -26% | -27% | -4% | 1% | 7% | 9% |
| COc1ccc(CNCc2ccco2)cc1OCc1ccccc1 | i | 12% | 1% | -15% | 1% | -3% | -14% | 8% |
| CCc1ccc(-c2cc(C(=O)N/N=C/c3ccccn3)[nH]n2)cc1 | -42%[inhibitor] | 2% | -13% | 10% | -6% | 4% | 24% | -6% |
| CCOc1ccc(S(=O)(=O)N2CCCCC2)cc1NC(=O)CCNC(=O)c1ccco1 | -5% | -6% | 5% | 2% | 0% | 2% | 9% | 2% |
| CCOC(=O)CSc1ccc(S(=O)(=O)N2CCCC2)cc1[N+](=O)[O-] | -22% | -1% | -3% | 26% | 0% | 3% | -3% | -9% |
| COc1cccc(C(=O)Nc2cc(NC(=O)c3cccs3)ccc2C)c1OC | i | 9% | -13% | -5% | -10% | -11% | 11µM* | 7% |
| CC1CCCCC1NC(=O)c1cc(S(=O)(=O)N2CCOCC2)ccc1Cl (configuration not stated) | i | 16% | -19% | 5% | -1% | -14% | -2% | 3% |
| O=C(O)c1ccc(S(=O)(=O)c2ccccc2C(=O)O)c([N+](=O)[O-])c1 | i | 14% | -4% | -4% | -3% | 1% | -9% | -2% |
| CCN(CC)CCNc1ccc(Cl)cc1[N+](=O)[O-] | i | -4% | 6% | -4% | -4% | 2% | 30% | 4% |
| Cc1cc(C)c(S(=O)(=O)N2CCN=C2c2ccccc2)cc1C | i | 9% | 2% | 19% | 0% | 0% | -11% | 10% |
| Cc1ccc(C(=O)N2CCC3(CC2)Oc2ccc(Cl)cc2C(=O)C32CC(c3cccnc3)=NO2)s1 (configuration not stated) | -10% | -17% | -9% | ? | -3% | -11% | 1% | 4% |
| CCCC(=O)Nc1cccc(Oc2nc(C)cc(C)c2C#N)c1 | i | 5% | 10% | 12% | 10% | 0% | ? | 2% |
| CCN(Cc1ccncc1)Cc1cn(C)nc1-c1ccc(Oc2ccccc2)cc1 | -18% | -2% | -9% | 7% | 8% | -16% | 3% | 4% |
| CC(C)Oc1ccc(CCC(=O)NNC(=S)Nc2ccccc2)cc1 | -16% | -1% | ? | 25% | -1% | -6% | 8% | -7% |
| COc1ccccc1C(CNC(=O)c1cccc(S(=O)(=O)Nc2ccc(F)cc2)c1)N1CCCC1 (configuration not stated) | i | 15% | 8% | . | -4% | -1% | -8% | 2% |
| O=C(CNC(=O)c1ccccc1)N/N=C/c1cn[nH]c1-c1ccccc1 | -6% | 12% | -12% | 14% | -1% | 0% | 13% | 9% |
| CCOC(=O)CC1CCCCN1C(=O)c1ccc2nc(CCOC)oc2c1 (configuration not stated) | -12% | 5% | 28% | 2% | 3% | 2% | 5% | -1% |
| COc1ccc(C2=NN(C(=O)C(O)c3ccccc3)C(O)(C(F)(F)F)C2)cc1 (configuration not stated) | i | 2% | -27% | -3% | 7% | -16% | 4% | 5% |
| Cc1nc2ccccc2n1S(=O)(=O)c1cc(C(=O)O)ccc1Cl | i | -2% | 10% | -28% | 2% | 12% | 14% | 5% |
| Cn1cc(-c2csc(C(C)(O)c3cccnc3)n2)cn1 (configuration not stated) | -21% | 2% | 10% | -26% | 0% | 3% | 18% | 5% |
| COC(=O)C1=C(CS(=O)(=O)c2ccc(OC)c(OC)c2)NC(=O)NC1c1ccc(O)c(OC)c1 (configuration not stated) | i | 4% | -9% | 9% | 1% | -3% | 7% | 2% |
| Cc1ccc(N(C)S(=O)(=O)c2cc3c(cc2C)NC(=O)CO3)cc1 | -30%[inhibitor] | -6% | 5% | -24% | 8% | 2% | 20% | -6% |
| CCOP(=O)(OCC)C(NC(=O)Nc1ccccc1)C(N)=O (configuration not stated) | -11% | 5% | -5% | 1% | -1% | -1% | 15% | 13% |
| CCCC(C(=O)NC1=NCCS1)c1ccccc1 (configuration not stated) | -11% | -1% | 1% | 8% | -7% | 1% | -14% | -8% |
| CCN(CC)CCNC(=O)c1ccccn1 | ? | 4% | 7% | -8% | -6% | 17% | -26% | 5% |
| CC1CCc2nc(NC(=O)Nc3ccc4c(c3)OCO4)sc2C1 (configuration not stated) | i | -13% | -16% | 15% | 1% | 0% | 0% | -11% |
| CCOC(=O)Nc1ccc2c(CN3CCC(C(=O)OC)CC3)cc(=O)oc2c1 | -18% | -10% | 7% | -22% | 1% | 4% | 21% | -15% |
| CC(C)c1cc(C(=O)NCCc2ccccc2)no1 | i | -1% | ? | -7% | -9% | 1% | 10% | 2% |
| Nc1c(C(=O)NCCN2CCOCC2)c2nc3ccccc3nc2n1-c1ccc2c(c1)OCO2 | -5% | -3% | 11% | 12% | 5% | -2% | -13% | -1% |
| CCOc1ccc(NC(=O)CSc2ccc(-c3ccccn3)nn2)cc1 | -7% | 2% | 0% | . | -1% | -3% | 19% | -2% |
| CCN(CC(=O)NCCN1CCOCC1)S(=O)(=O)c1ccc(F)cc1 | 4% | 0% | -7% | 18% | -3% | 3% | 0% | 6% |
| O=C(O)CC1c2ccccc2S(=O)(=O)N1Cc1ccccc1 (configuration not stated) | -7% | 2% | 2% | -6% | 2% | 0% | -2% | 9% |
| Cc1cc(C)c(S(=O)(=O)N2CCCCC2C(=O)O)c(C)c1 (configuration not stated) | i | -10% | -5% | -22% | 1% | -1% | -7% | 7% |
| CO/N=C/C(C#N)=C/c1ccc(OC)c(OC)c1 | i | -13% | 5% | -1% | -6% | 2% | 15% | -4% |
| CCCN(CCC)CCCNc1ccc2nnc(-c3ccc(F)cc3)n2n1 | i | -1% | -3% | -15% | 7% | 5% | 11% | -3% |
| Cc1cccc(/C(N)=N/OC(=O)c2ccc(F)cc2)c1 | -4% | -5% | -2% | . | -68%[inhibitor] | 7% | -85%[inhibitor] | 8% |

Part of the list above in order of count of non-hydrogen atoms, smallest number first.
| canonical_smiles | PTHR1 agonist | EPAC1 agonist | EPAC1 antagonist | FUS suppressor | aSyn yeast inh | EPAC2 antag | TDP43 rescue | EPAC2 ag |
| --- | --- | --- | --- | --- | --- | --- | --- | --- |
| O=C(COC(=O)c1ccc(F)cc1)NC1CC1 | i | 4% | -28% | -18% | -1% | 3% | 4% | 11% |
| CCN(CC)CCNc1ccc(Cl)cc1[N+](=O)[O-] | i | -4% | 6% | -4% | -4% | 2% | 30% | 4% |
| Cc1cc(C)c(S(=O)(=O)N2CCCCC2C(=O)O)c(C)c1 (configuration not stated) | i | -10% | -5% | -22% | 1% | -1% | -7% | 7% |
| O=C(O)CC1c2ccccc2S(=O)(=O)N1Cc1ccccc1 (configuration not stated) | -7% | 2% | 2% | -6% | 2% | 0% | -2% | 9% |
| Cc1cc(C)n2nc(SCC(=O)Nc3ccc(O)cc3)nc2n1 | 19% | -2% | -23% | -4%&-22% | 1%&-2% | 0% | 22%&17% | 4% |
| CCOC(=O)CSc1ccc(S(=O)(=O)N2CCCC2)cc1[N+](=O)[O-] | -22% | -1% | -3% | 26% | 0% | 3% | -3% | -9% |
| CC(C)Oc1ccc(CCC(=O)NNC(=S)Nc2ccccc2)cc1 | -16% | -1% | ? | 25% | -1% | -6% | 8% | -7% |
| CC1CCCCC1NC(=O)c1cc(S(=O)(=O)N2CCOCC2)ccc1Cl (configuration not stated) | i | 16% | -19% | 5% | -1% | -14% | -2% | 3% |
| COc1cccc(CN2CCN(C(=O)Nc3ccc([N+](=O)[O-])cc3)CC2)c1 | ? | -1% | -26% | -27% | -4% | 1% | 7% | 9% |
| COc1cccc(C(=O)Nc2cc(NC(=O)c3cccs3)ccc2C)c1OC | i | 9% | -13% | -5% | -10% | -11% | 11µM* | 7% |
| CCN(Cc1ccncc1)Cc1cn(C)nc1-c1ccc(Oc2ccccc2)cc1 | -18% | -2% | -9% | 7% | 8% | -16% | 3% | 4% |
| COc1ccc(NC(=O)c2cc([N+](=O)[O-])ccc2NC(=O)CNC2CCCCC2C)c(OC)c1 (configuration not stated) | -17% | 9% | -1% | 44% | 1% | -8% | -13% | 3% |
